LRH-1 inv ag = suppresses constitutive activity of human LRH-1; O00482; HEK293T StAR-luciferase reporter, LRH-1 transfected, 24 h; inhibition, % at 3.6 µM; hit rate 0.13% among 360,000; AID 602396;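 active = inhibition above the mean inhibition of all tested compounds plus 3 SD, cut at about 73% in these data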;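 note: 0% = DMSO wells and 100% = reporter-only cells lacking LRH-1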
Target sequence (O00482 whole entry, looked up): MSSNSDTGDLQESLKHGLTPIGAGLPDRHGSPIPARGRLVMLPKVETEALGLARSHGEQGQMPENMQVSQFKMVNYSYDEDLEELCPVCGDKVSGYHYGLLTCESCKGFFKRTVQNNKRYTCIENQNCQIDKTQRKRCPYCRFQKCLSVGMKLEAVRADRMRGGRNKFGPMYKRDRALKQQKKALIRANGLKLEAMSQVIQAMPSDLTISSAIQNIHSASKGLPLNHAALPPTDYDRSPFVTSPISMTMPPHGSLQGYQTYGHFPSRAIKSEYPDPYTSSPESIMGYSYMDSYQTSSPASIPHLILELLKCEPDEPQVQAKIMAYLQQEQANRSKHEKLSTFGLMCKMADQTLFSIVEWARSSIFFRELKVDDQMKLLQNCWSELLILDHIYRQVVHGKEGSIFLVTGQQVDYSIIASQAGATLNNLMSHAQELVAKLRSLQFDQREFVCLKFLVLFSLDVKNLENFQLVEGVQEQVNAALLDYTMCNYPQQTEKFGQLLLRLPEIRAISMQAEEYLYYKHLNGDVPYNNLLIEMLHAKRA
NR2F2 inh = NR2F2 (human) inhibition, primary screen; P24468; HEK293T NGFI-A luciferase reporter, luminescence; inhibition, % at 8.6 µM; hit rate 0.7% among 370,000; AID 686940;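 active = inhibition above a per-plate cutoff, mean inhibition of test wells between control levels plus 3 SD, cut at about 38% in these data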;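 note: cells cotransfected with COUP-TFII expression vector driving the NGFI-A reporter; 0% = median of COUP-TF2 test wells and 100% = reporter-only cells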
MC4R barr agon = activates human MC4R beta-arrestin recruitment; P32245; U2OS MC4R beta-arrestin complementation, luminescence; percent of melanotan II response, DMSO zero; activation, % at 8.9 µM; hit rate 0.98% among 360,000;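 active = activation above a per-plate cutoff, the mean activation of sample wells on that plate plus 3 SD, cut at about 8% in these data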
Target sequence (P32245 whole entry, looked up): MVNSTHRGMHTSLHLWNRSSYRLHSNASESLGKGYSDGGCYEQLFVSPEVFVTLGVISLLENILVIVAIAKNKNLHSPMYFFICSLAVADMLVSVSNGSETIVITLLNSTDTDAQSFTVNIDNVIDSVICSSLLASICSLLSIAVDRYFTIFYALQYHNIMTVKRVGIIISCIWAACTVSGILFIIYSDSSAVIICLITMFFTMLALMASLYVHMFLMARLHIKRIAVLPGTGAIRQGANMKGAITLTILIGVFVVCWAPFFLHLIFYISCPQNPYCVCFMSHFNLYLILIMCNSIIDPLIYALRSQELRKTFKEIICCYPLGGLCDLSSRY
NCOA3 inh = inhibitors of human steroid receptor coactivator 3 (SRC3); AID 588352; Q9Y6Q9; inhibition, % at 3.6 µM; hit rate 0.17% among 360,000; HEK293 GAL4-SRC3 luciferase reporter, luminescence;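 active = inhibition above a per-campaign cutoff, the mean of all compounds plus 3 SD, cut at about 60% in these data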;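 note: 0% = DMSO-treated cells and 100% = gossypol-treated cells at 36 µM; higher means less SRC3-driven luciferase light from the GAL4 reporter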
NCOA2 inhibitor = human SRC2 (NCOA2) inhibition; AID 651957; hit rate 0.17% among 370,000; HEK293 GAL4-SRC2 luciferase reporter, luminescence; inhibition, % at 9 µM; Q15596;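 active = inhibition above the mean inhibition of all tested compounds plus 3 SD, set per campaign, cut at about 52% in these data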;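 note: 0% = DMSO treated cells and 100% = cells given Gossypol at 36 µM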
LMP1 NFkB inh = reduces LMP1-driven NF-kappaB luciferase signal; LMP1-induced NF-kappaB luciferase reporter cells, luminescence; inhibition, % at 12.5 µM; hit rate 0.69% among 350,000; AID 504558; in the data active = inhibition above about 41%;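 note: 0% = neutral control wells and 100% = reference inhibitor control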
NCOA1 inh = inhibits human SRC1 coactivator; HEK293 GAL4-SRC1 luciferase reporter, luminescence; Q15788; hit rate 0.12% among 360,000; AID 588354; inhibition, % at 3.6 µM;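 active = inhibition above the campaign mean plus 3 SD, with each screening campaign given its own cutoff, cut at about 60% in these data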;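 note: 0% = DMSO treated cells and 100% = gossypol at 36 µM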
NOD2 RIPK2 PPI = blocks binding of human NOD2 to RIPK2 | O43353 | CHO BLA complementation NOD2-RIPK2, CCF4 ratio | inhibition, % at 4.98 µM | hit rate 0.38% among 360,000; in the data active = inhibition above about 21%;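 note: 0% = vehicle only and 100% = reference blocker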
ABHD5-PLIN5 inh = blocks binding of human ABHD5 to perilipin-5 | Q00G26+Q8WTS1 | Split G. princeps luciferase complementation, luminescence, 4 h | inhibition, % at 4 µM | hit rate 0.78% among 360,000 | AID 602281;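 active = inhibition above the mean inhibition across every tested compound plus 3 SD, cut at about 22% in these data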;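 note: 0% = DMSO only wells and the 100% control is not disclosed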
MC4R antag cAMP = human MC4R antagonism in cAMP assay. P32245. MC4R-expressing cells, MTII-stimulated cAMP, LANCE TR-FRET. hit rate 0.48% among 360,000. inhibition, % at 6.5 µM;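 active = inhibition above its plate's cutoff, the mean of tested wells on that plate plus 3 SD, cut at about 29% in these data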;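 note: 0% = Melanotan II alone and 100% = Melanotan II plus saturating MCL0020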
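Assay system: human MC4R-expressing U2OS cells; reagent: Melanotan II stimulation of cells; dosing: 6.5 µM single dose; timing: compound 30 min, challenge 1 h, detection 1 h; signal: TR-FRET cAMP assay; replicates: one well per compound, no replicates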
TLR9-MyD88 block = inhibitors of human TLR9-MyD88 binding | inhibition, % at 4.98 µM | hit rate 0.21% among 340,000 | Q9NR96+Q99836 | CHO BLA complementation TLR9-MyD88, CCF4 FRET ratio;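 active = inhibition above the mean over all tested compounds plus 3 SD, cut at about 21% in these data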;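 note: 0% = DMSO only wells and 100% = clavulanate BLA inhibitor control wells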
* marks the source's active call; other numbers are inactive results. Some of the compounds tested. The share of hits here may be higher or lower than overall.

What do the screens show for `CCC(=O)N(Cc1cc2ccc(C)cc2n2nnnc12)C1CCCCC1`?
LRH-1 inv ag: 18; NR2F2 inh: -11; MC4R barr agon: -3.5; NCOA3 inh: 13; NCOA2 inhibitor: 12; LMP1 NFkB inh: 1; NCOA1 inh: -3; NOD2 RIPK2 PPI: 1; ABHD5-PLIN5 inh: 0; MC4R antag cAMP: -2; TLR9-MyD88 block: -5

Results for S=c1[nH]nc(-c2ccc(Br)cc2)n1-c1ccc(Br)cc1 ?
LRH-1 inv ag: -2; NR2F2 inh: 17; MC4R barr agon: -0.2; NCOA3 inh: 9; NCOA2 inhibitor: -4; LMP1 NFkB inh: 2; NCOA1 inh: 0; NOD2 RIPK2 PPI: -8; ABHD5-PLIN5 inh: 1; MC4R antag cAMP: 4; TLR9-MyD88 block: 1

What do the screens show for `CC(Nc1ccccc1)c1cccnc1` (stereo not given)?
LRH-1 inv ag: 6; NR2F2 inh: 9; MC4R barr agon: -2.7; NCOA3 inh: -7; NCOA2 inhibitor: -60; LMP1 NFkB inh: -3; NCOA1 inh: -2; NOD2 RIPK2 PPI: 2; ABHD5-PLIN5 inh: 0; MC4R antag cAMP: 7; TLR9-MyD88 block: -9

Results for COc1ccc(-c2c(C)cc3oc(=O)cc(-c4ccccc4)c3c2C)cc1 ?
LRH-1 inv ag: 44; NR2F2 inh: 12; MC4R barr agon: 0.3; NCOA3 inh: -11; NCOA2 inhibitor: 0; LMP1 NFkB inh: 13; NCOA1 inh: -4; NOD2 RIPK2 PPI: -4; ABHD5-PLIN5 inh: 0; MC4R antag cAMP: 10; TLR9-MyD88 block: -13

How did CC1(c2nc3ccccc3[nH]2)c2ccccc2C(=O)N1Cc1ccccn1 (stereo not given) do in these assays?
LRH-1 inv ag: 11; NR2F2 inh: 3; NCOA2 inhibitor: -8; NOD2 RIPK2 PPI: -9; ABHD5-PLIN5 inh: -4

What do the screens show for `O/N=C(\c1ccccc1)c1nccc2ccccc12`?
LRH-1 inv ag: 6; NR2F2 inh: -9; MC4R barr agon: -1.2; NCOA3 inh: 1; NCOA2 inhibitor: -6; LMP1 NFkB inh: 6; NCOA1 inh: -33; NOD2 RIPK2 PPI: -3; ABHD5-PLIN5 inh: 1; MC4R antag cAMP: -5; TLR9-MyD88 block: -3

What do the screens show for `Cc1ccc(NC(=O)NCc2ccc3[nH]c(C)cc3c2)cc1`?
LRH-1 inv ag: 0; NR2F2 inh: -25; MC4R barr agon: -2.3; NCOA3 inh: -3; NCOA2 inhibitor: -64; LMP1 NFkB inh: -4; NCOA1 inh: 4; NOD2 RIPK2 PPI: 8; ABHD5-PLIN5 inh: 8; MC4R antag cAMP: 4; TLR9-MyD88 block: 12

How did Cc1cccc(N2CCN(C(=O)c3cccc(NC4=NC5CS(=O)(=O)CC5S4)c3)CC2)c1C (stereo not given) do in these assays?
LRH-1 inv ag: -28; NR2F2 inh: 15; MC4R barr agon: 0.0; NCOA3 inh: -1; NCOA2 inhibitor: -5; LMP1 NFkB inh: 2; NCOA1 inh: -8; NOD2 RIPK2 PPI: -7; ABHD5-PLIN5 inh: 1; MC4R antag cAMP: 9; TLR9-MyD88 block: 1

Results for COc1ccc(/C=N/NC(=O)c2cc(-c3ccccc3)nc3ccccc23)c(C(=O)O)c1OC ?
LRH-1 inv ag: -5; NR2F2 inh: 6; MC4R barr agon: 0.1; NCOA3 inh: -1; NCOA2 inhibitor: -7; LMP1 NFkB inh: 2; NCOA1 inh: 13; NOD2 RIPK2 PPI: -8; ABHD5-PLIN5 inh: 5; MC4R antag cAMP: 5; TLR9-MyD88 block: 4

What do the screens show for `O=C(COc1ccc(F)cc1)Nc1ccc(-n2cnnn2)cc1`?
LRH-1 inv ag: -12; NR2F2 inh: 8; MC4R barr agon: -0.9; NCOA3 inh: 1; NCOA2 inhibitor: 0; LMP1 NFkB inh: 4; NCOA1 inh: -3; NOD2 RIPK2 PPI: -8; ABHD5-PLIN5 inh: -7; MC4R antag cAMP: 0; TLR9-MyD88 block: -4

How did Cc1ccc(S(=O)(=O)CCC(=O)Nc2nnc(-c3ccc(F)cc3)o2)cc1 do in these assays?
LRH-1 inv ag: 2; NR2F2 inh: 9; MC4R barr agon: -3.9; NCOA3 inh: 4; NCOA2 inhibitor: 13; LMP1 NFkB inh: -1; NCOA1 inh: -12; NOD2 RIPK2 PPI: 8; ABHD5-PLIN5 inh: -2; MC4R antag cAMP: -7; TLR9-MyD88 block: -8

Results for Cc1ccc(NC(=O)CN(C)CC(=O)Nc2ccccc2Oc2ccccc2)cc1 ?
LRH-1 inv ag: 5; NR2F2 inh: 2; MC4R barr agon: -1.6; NCOA3 inh: 10; NCOA2 inhibitor: -14; LMP1 NFkB inh: -6; NCOA1 inh: 2; NOD2 RIPK2 PPI: 3; ABHD5-PLIN5 inh: 2; MC4R antag cAMP: 4; TLR9-MyD88 block: 0

What do the screens show for `Fc1ccc(NC(=S)N2CCn3cccc3C2c2cccnc2)cc1` (stereo not given)?
LRH-1 inv ag: 6; NR2F2 inh: -1; MC4R barr agon: -1.2; NCOA3 inh: 23; NCOA2 inhibitor: -3; LMP1 NFkB inh: 1; NCOA1 inh: 6; NOD2 RIPK2 PPI: -10; ABHD5-PLIN5 inh: -4; MC4R antag cAMP: 12; TLR9-MyD88 block: 4

What do the screens show for `Cc1cc(C)cc(N(C(=O)c2nsc(Cl)c2Cl)C(C(=O)NC2CCCC2)c2ccc(O)cc2)c1` (stereo not given)?
LRH-1 inv ag: -1; NR2F2 inh: 1; MC4R barr agon: -0.1; NCOA3 inh: -7; NCOA2 inhibitor: -8; LMP1 NFkB inh: -2; NCOA1 inh: 1; NOD2 RIPK2 PPI: -4; ABHD5-PLIN5 inh: -2; MC4R antag cAMP: 8; TLR9-MyD88 block: 1

How did CC(C)c1ccc(C(=O)NCCCN2CCOCC2)cc1 do in these assays?
LRH-1 inv ag: -6; NR2F2 inh: -10; MC4R barr agon: -0.8; NCOA3 inh: -32; NCOA2 inhibitor: -24; LMP1 NFkB inh: -11; NCOA1 inh: -20; NOD2 RIPK2 PPI: -1; ABHD5-PLIN5 inh: 1; MC4R antag cAMP: -2; TLR9-MyD88 block: 3

Results for Cc1ccccc1C(=O)c1cccn1CC(=O)NC(C)CCc1ccccc1 (stereo not given) ?
LRH-1 inv ag: -3; NR2F2 inh: 14; MC4R barr agon: -1.7; NCOA3 inh: -7; NCOA2 inhibitor: -2; LMP1 NFkB inh: -17; NCOA1 inh: 1; NOD2 RIPK2 PPI: -4; ABHD5-PLIN5 inh: -12; MC4R antag cAMP: 0; TLR9-MyD88 block: -3

How did COc1ccc(-c2coc3c(C)c4oc(=O)c(CC(=O)O)c(C)c4cc23)cc1 do in these assays?
LRH-1 inv ag: 3; NR2F2 inh: 3; MC4R barr agon: 0.3; NCOA3 inh: -6; NCOA2 inhibitor: -21; LMP1 NFkB inh: -5; NCOA1 inh: -3; NOD2 RIPK2 PPI: -3; ABHD5-PLIN5 inh: -5; MC4R antag cAMP: 17; TLR9-MyD88 block: -8

What do the screens show for `O=C(Nc1ccccc1)C1CC(O)CN1S(=O)(=O)c1ccc([N+](=O)[O-])cc1` (stereo not given)?
LRH-1 inv ag: 9; NR2F2 inh: 15; MC4R barr agon: 0.1; NCOA3 inh: 13; NCOA2 inhibitor: -11; LMP1 NFkB inh: 1; NCOA1 inh: -1; NOD2 RIPK2 PPI: 1; ABHD5-PLIN5 inh: 5; MC4R antag cAMP: 9; TLR9-MyD88 block: 7

How did O=C(Nc1ccc(F)c(Cl)c1)Nc1ccc(Cl)cn1 do in these assays?
LRH-1 inv ag: -24; NR2F2 inh: -4; MC4R barr agon: 1.0; NCOA3 inh: -9; NCOA2 inhibitor: -17; LMP1 NFkB inh: -6; NCOA1 inh: -2; NOD2 RIPK2 PPI: -8; ABHD5-PLIN5 inh: -5; MC4R antag cAMP: 2; TLR9-MyD88 block: -3

Results for CCN(CC(=O)NCc1ccc(Cl)cc1)Cc1cc(=O)n2ccsc2n1 ?
LRH-1 inv ag: -7; NR2F2 inh: -18; MC4R barr agon: -0.7; NCOA3 inh: -3; NCOA2 inhibitor: -32; LMP1 NFkB inh: -4; NCOA1 inh: 10; NOD2 RIPK2 PPI: -3; ABHD5-PLIN5 inh: 0; MC4R antag cAMP: -4; TLR9-MyD88 block: 2

What do the screens show for `O=C(Nc1ccccc1F)C1CCCC1`?
LRH-1 inv ag: 9; NR2F2 inh: -10; MC4R barr agon: -3.5; NCOA3 inh: -3; NCOA2 inhibitor: -21; LMP1 NFkB inh: -12; NCOA1 inh: 9; NOD2 RIPK2 PPI: -2; ABHD5-PLIN5 inh: -1; MC4R antag cAMP: 12; TLR9-MyD88 block: -8

How did COc1cccc(C(=O)/C=C/Nc2ccc(S(=O)(=O)Nc3cc(OC)nc(OC)n3)cc2)c1 do in these assays?
LRH-1 inv ag: -85; NR2F2 inh: -18; MC4R barr agon: -0.4; NCOA3 inh: 2; NCOA2 inhibitor: -48; LMP1 NFkB inh: -4; NCOA1 inh: -11; NOD2 RIPK2 PPI: 1; ABHD5-PLIN5 inh: 3; MC4R antag cAMP: 18; TLR9-MyD88 block: 0

How did O=C(NCCO)c1cc2ccccc2c(=O)s1 do in these assays?
LRH-1 inv ag: 12; NR2F2 inh: -6; MC4R barr agon: -1.2; NCOA3 inh: -18; NCOA2 inhibitor: 2; LMP1 NFkB inh: -6; NCOA1 inh: -21; NOD2 RIPK2 PPI: 4; ABHD5-PLIN5 inh: -7; MC4R antag cAMP: -4; TLR9-MyD88 block: 3

What do the screens show for `CCOc1ccc(NC(=O)CSc2nc3ccsc3c(=O)n2CCCCCC(=O)O)cc1`?
LRH-1 inv ag: 17; NR2F2 inh: 8; MC4R barr agon: -1.0; NCOA3 inh: -22; NCOA2 inhibitor: -18; LMP1 NFkB inh: 2; NCOA1 inh: -5; NOD2 RIPK2 PPI: -12; ABHD5-PLIN5 inh: 4; MC4R antag cAMP: 4; TLR9-MyD88 block: -2

How did Cc1ccc(N2CC(C(=O)NCc3ccc4c(c3)OCO4)CC2=O)cc1C (stereo not given) do in these assays?
LRH-1 inv ag: -1; NR2F2 inh: 1; MC4R barr agon: 0.0; NCOA3 inh: 16; NCOA2 inhibitor: 1; LMP1 NFkB inh: 1; NCOA1 inh: -10; NOD2 RIPK2 PPI: 3; ABHD5-PLIN5 inh: -2; MC4R antag cAMP: -5; TLR9-MyD88 block: -3

What do the screens show for `CCC(=O)NCc1cc(-c2nn(C)c(=O)c3ccccc23)ccc1C`?
LRH-1 inv ag: 23; NR2F2 inh: -6; MC4R barr agon: -0.6; NCOA3 inh: 0; NCOA2 inhibitor: -17; LMP1 NFkB inh: 24; NCOA1 inh: -4; NOD2 RIPK2 PPI: -13; ABHD5-PLIN5 inh: -2; MC4R antag cAMP: 6; TLR9-MyD88 block: -5

Screening results from PubChem BioAssay.
